# Screens (PubChem BioAssay)
# HT1080 IDH1KD tx: qHTS for induction of synthetic lethality in tumor cells producing 2HG: qHTS for the HT-1080-IDH1KD cell line; AID 686971, 2013; hit rate 2% among 360,000; Potency, µM (series often up to 46.1 µM), for the others: at the highest dose activity, negative = toxicity, actives largely listed as cytotoxic; HT-1080 IDH1 knockdown viability, ATP luminescence, 48 h;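 note: potency is the fitted concentration of half-maximal effect; 0% = DMSO wells and -100% = cell-free medium wells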
#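 HT-1080-IDH1KD cells (IDH1 knocked down), 750/well in RPMI with 5% FBS, treated with compound 48 h at 37 degrees C. Viability by CellTiter-Glo luminescence, normalised to DMSO and no-cell wells; concentration-response curves classed.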
# MCF10A rerep: A quantitative high throughput screen for small molecules that induce DNA re-replication in MCF 10a normal breast cells; MCF 10A DNA re-replication, Hoechst nuclear intensity, 48 h; Potency, µM (doses to about 46.1 µM), for inactives: top-dose activity, positive = re-replication, actives largely listed as activators; hit rate 2.9% among 350,000; note: potency is the fitted concentration of half-maximal effect; % of control where 0% means no effect; nearly all actives have a fitted effect of over 50% in size
# ATXN viability: Viability Counterscreen for Primary qHTS for Inhibitors of ATXN expression; S2 cells (HEK-293 line with an ATXN2-luciferase reporter) viability, CellTiter-Fluor protease fluorescence, 24 h; Potency, µM (doses to about 56.7 µM), hits mostly cytotoxic; hit rate 0.49% among 400,000; AID 651635, 2014; note: potency is the fitted concentration of half-maximal effect; nearly all actives have a fitted effect of over 40% in size
# HT1080-NT tox: qHTS for induction of synthetic lethality in tumor cells producing 2HG: qHTS for the HT-1080-NT fibrosarcoma cell line; HT-1080-NT fibrosarcoma viability, CellTiter-Glo ATP luminescence, 48 h; Potency, µM (doses to about 46.1 µM), for the others: at the top dose activity, negative = less viability, hits mostly cytotoxic; hit rate 1.6% among 360,000;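 note: NT is the 2HG producing partner of a matched IDH1 knockdown line; potency is the fitted concentration of half-maximal effect; 0% = DMSO-treated cells and -100% = media-only wells without cells; nearly all actives have a fitted effect of over 55% in size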
#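 Compounds were tested in concentration-response format on HT-1080-NT cells for 48 hours at 37 degrees C. Cell viability came from CellTiter-Glo luminescence; curves were classified by r2, response magnitude and activity.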
# HepG2 viability: qHTS for Inhibitors of TGF-b: Cytotox Counterscreen; HepG2 CAGA-GFP viability, ATP luminescence, 18 h; Potency, µM (titrated, usually from 46.1 µM), for inactives: at the top dose activity change, negative = cytotoxicity, actives largely listed as cytotoxic; hit rate 0.76% among 410,000; AID 588856, 2011; note: potency is the fitted concentration of half-maximal effect; some results filed as inactive show a strong effect at the top dose
#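 CellTiter-Glo luminescence gave cytotoxicity after 18 hours at 37 degrees C. The cells were HepG2 CAGA-GFP in 1% FBS DMEM, stimulated with 500 pg/mL TGF-beta after compound addition. %Activity was normalised to no-cell wells (complete cell-killing) and DMSO (no toxicity), and curves were fitted and classified.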
# KB-3-1 cytotox: qHTS assay for MDR1-selective chemotherapeutics: Primary screen using the parental adenocarcinoma cell KB-3-1; KB-3-1 viability, CellTiter-Glo ATP luminescence, 72 h; Potency, µM (highest dose often 46.1 µM), for the others: top-dose activity change, negative = cytotoxic, hits mostly cytotoxic; hit rate 1.4% among 400,000; AID 1347075, 2019; note: potency is the fitted concentration of half-maximal effect; % is set by controls: 0 for no effect and ±100 for the full control effect; nearly all actives have a fitted effect of over 60% in size
#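 Using CellTiter-Glo luminescence, growth of non-resistant KB-3-1 adenocarcinoma cells is assessed 72 h after pin-tool compound addition at 37 °C. Normalized responses across the concentration series yield fitted curves.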
# ATXN2 expr inh: Primary qHTS for Inhibitors of ATXN expression | HEK-293 ATXN2-luciferase reporter, luminescence, 24 h | Potency, µM (doses to about 57 µM), inactives show at the highest dose activity change, negative = inhibition, usual class: inhibitors | hit rate 0.72% among 360,000; note: potency is the fitted concentration of half-maximal effect; % is set by controls: 0 for no effect and ±100 for the full control effect; nearly all actives have a fitted effect of over 55% in size
#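 ATXN2-luciferase reporter cells (luciferase flanked by upstream and downstream ATXN2 gene portions) were treated 24 h at 37 °C with compounds at up to 57 uM. SteadyGlo luminescence gave expression; GF-AFC fluorescence gave viability.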
# SW480 rereplic: A quantitative high throughput screen for small molecules that induce DNA re-replication in SW480 colon adenocarcinoma cells; AID 624297, 2012; Potency, µM (doses to about 46.1 µM), inactives show at the highest dose re-replication activation, usual class: activators; hit rate 1.8% among 340,000; SW480 DNA re-replication, Hoechst DNA content imaging, 48 h; note: potency is the fitted concentration of half-maximal effect; % of control where 0% means no effect; nearly all actives have a fitted effect of over 55% in size
#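 SW480 cells exposed to compounds for 48 hr at 37 C, 5% CO2, then Hoechst-stained 40 min. Nuclear DNA content imaged by fluorescence scanning (405 nm excitation, 500-530 nm emission); re-replication scored as increased high-intensity nuclei.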
# IL1B secr inh: qHTS for Inhibitors of Inflammasome Signaling: IL-1-beta AlphaLISA Primary Screen. THP-1 LPS/ATP IL-1B secretion, AlphaLISA, 16 h; hits give low values. activity change, % at 57.5 µM. hit rate 4.7% among 360,000. AID 743279, 2014; in the data active = activity change below about -50%; inconclusive = mostly about -30% to -49%; note: % is set by controls: 0 for no effect and ±100 for the full control effect
#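 Secreted IL-1B measured by AlphaLISA bead assay after 16 h compound exposure of THP-1 cells; compounds (final up to 57.5 uM) added 1 h before LPS (250 ng/mL) and ATP (1.25 mM) stimulation; lower signal means less secretion.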
# An asterisk follows results filed as active; i = inactive; ? = inconclusive; · = not tested or not shown; & = joins results of further samples; [ ] = another dose, or the depositor's remark. Unless noted, calls come from the whole dose curve; as a rule, active = well fitted curve in the direction sought with a large enough effect; inconclusive = small, poorly fitted or top-dose-only effect, or another doubt; inactive = no such curve, though single readings can be large; an effect the other way counts as inactive or inconclusive.
SMILES,HT1080 IDH1KD tx,MCF10A rerep,ATXN viability,HT1080-NT tox,HepG2 viability,KB-3-1 cytotox,ATXN2 expr inh,SW480 rereplic,IL1B secr inh
CCCN1CCN(CCCNC(=O)CN2C(=O)C(CC)Oc3ccccc32)CC1 (stereo unspecified),12%,0%,i,5%,-6%,3%,1%,?,-5
COc1ccccc1C1CC(=O)Oc2cc(C)c(Cl)cc21 (stereo unspecified),-3%,-7%,i,-2%,-43%,0%,0%,8%,49
Cc1ccc(CN2CCN(CCCn3cccn3)CC2CCO)cc1 (stereo unspecified),7%,-2%,i,0%,3%,7%,-2%,-18%,-2
Cc1ccc(C=Nc2cccnc2N)cc1,4%,-7%,?,0%,0%,6%,·,-7%,22
COc1ccc(C(=O)CC(=O)C(=O)Nc2cccc(F)c2)cc1,-21%,0%,i,-8%,-24%,-1%,4%,2%,-10
CC(=O)NS(=O)(=O)c1ccc(N=NN2CCCCC2)cc1,0%,5%,?,6%,-1%,3%,14%,1%,5
COc1cccc(C(=O)N2N=C(c3ccccn3)CC2(O)C(F)(F)F)c1 (stereo unspecified),?,?,?,?,9%,0%,?,?,123
CCC(C)NS(=O)(=O)c1ccc(S(=O)(=O)N(CC(=O)Nc2ccccc2)Cc2ccco2)cc1 (stereo unspecified),-3%,15%,i,-5%,-30%,25%,-2%,-10%,-14
Cc1nc2ccc(NC(=O)N3CCCCC3)cc2nc1C,11%,11%,i,6%,1%,13%,25%,0%,-6
Cc1cccc(N2C(=O)CN(Cc3sccc3C)C2=S)c1,0%,0%,i,1%,-27%,?,-14%,4%,48
CC(C)C(=O)N1CCCC1(C)C(=O)Nc1cccc(Oc2ccccc2)c1 (stereo unspecified),16%,·,i,19%,-11%,0%,4%,·,18
CCc1cccc(OCC(=O)N(C)CC(=O)Nc2cccc(F)c2)c1,-3%,7%,i,6%,-5%,0%,-6%,-1%,-1
c1ccc2[nH]ccc2c1,·,-4%,i,·,·,·,11%,-4%,·
O=c1cc(CNc2cc(Cl)ccc2Cl)nc2sccn12,-16%,0%,i,-22%,-2%,2%,31%,-7%,4
O=C(CSc1ccc(F)cc1)Nc1ccc(N2CCOCC2)cc1,-3%,8%,i,-4%,-31%,0%,15%,?,-21
CC(C)(C)OC(=O)NCCCCCNC(=O)c1[nH]cnc1C(=O)Nc1nccs1,12%,11%,i,0%,-18%,4%,-25%,1%,-8
Cc1sc2nc(CC(=O)N3CCCC3)[nH]c(=O)c2c1C,1%,-12%,i,0%,1%,0%,·,-2%,15
O=c1c2c(nc3cc(-c4cccc(Cl)c4)[nH]n13)CCC2,1%,?,i,2%,-15%,0%,-17%,11%,20
COc1ccc(CN2C(=O)CC(C(=O)NCCc3ccc(S(N)(=O)=O)cc3)SC2=Nc2ccccc2)cc1 (stereo unspecified),-6%,25%,?,-9%,5%,-24%,-18%,11%,29
CCOc1ccc(NC(=O)[C@H](C)NC(=O)C2CC(=O)N(c3ccc(OC)cc3)C2)cc1 (stereo partly specified),-1%,-4%,i,-2%,-7%,?,9%,16%,0
CCOc1cc(/C=N\NC(=O)c2ccc(C)nc2)ccc1OC(=O)c1ccc(F)cc1,-1%,3%,i,-3%,11%,0%,-9%,-10%,2
COc1ccc(S(=O)(=O)NCc2cn3c(C)csc3n2)cc1F,11%,8%,i,21%,-29%,-4%,0%,-15%,10
O=C(CN1CCN(C(=O)c2ccc(-c3nc4ccccc4s3)o2)CC1)Nc1ccccc1Cl,2%,?,?,12%,3%,-2%,?,-207%[inhibitor],50
CCOC(=O)c1[nH]cnc1C(=O)N1CCC(C)CC1,6%,?,i,16%,-17%,2%,1%,16%,12
Cc1ccc(/C=N/Nc2ccccn2)s1,14%,4%,i,1%,-1%,?,66%[activator],-8%,-9
Cc1cc(=O)oc2cc(OCC(=O)OCC(=O)Nc3ccc(C(N)=O)cc3)ccc12,5%,2%,i,17%,-1%,5%,6%,-8%,21
O=C(CCc1ccc(O)c(O)c1)NNC(=S)NCCc1ccccc1,-5%,?,i,-4%,-12%,15%,5%,7%,-12
Clc1ccc(-n2ncc3c(NCC4CCCO4)ncnc32)cc1 (stereo unspecified),?,?,?,?,0%,23µM*,-22%,18µM*,-14
CC(=O)N1CCc2cc(S(=O)(=O)NC(CC(C)C)C(=O)N3CCCC3)ccc21 (stereo unspecified),24%,0%,i,29%,24%,3%,0%,-2%,4
COc1cccc(NC(=S)N(CCC(C)C)C2CCN(C(C)=O)CC2)c1,-7%,-3%,i,-7%,0%,-5%,·,12%,14
CC(C)Cc1ccc(C(C)C(=O)OCC(=O)c2c[nH]c3ccccc23)cc1 (stereo unspecified),?,?,?,?,-79%,6%,-24%,13%,-24
COc1ccccc1N1CCN(C(=O)CSc2nc(C)c(C)c(=O)[nH]2)CC1,4%,-7%,i,13%,1%,2%,1%,-38%[inhibitor],0
Cc1ccccc1Oc1ccc2c(c1)[C@@H]1C[C@H]3[C@@H](C(=O)N1CC2)[C@H](C)ON3C,-4%,14%,i,2%,-30%,-3%,-20%,8%,57
Cc1cccc(Nc2ccncc2S(=O)(=O)NC(=O)NC(C)C)c1,3%,-7%,i,-6%,-5%,0%,2%&6%&6%,-11%,12
Cc1ccc(NC(=O)COC(=O)Cc2ccsc2)cc1S(=O)(=O)N1CCOCC1,13%,5%,i,3%,4%,-4%,-6%,-7%,0
CC(NC(=O)c1cc2cc(F)ccc2[nH]1)c1ccccc1 (stereo unspecified),-4%,5%,i,-7%,-39%,-18%,-7%,2%,41
COc1ccc(OC)c(Nc2nc(-c3sc(C)nc3C)cs2)c1,?,?,?,-23%,-22%,?,-15%,0%,-23
COc1cccc(NC(=O)CCC(=O)NCc2ccco2)c1,-16%,1%,i,-7%,-21%,0%,-1%,-3%,-7
CCc1ccc(-n2c(Cn3nc(C(F)(F)F)cc3C)n[nH]c2=S)cc1,-2%,-10%,i,4%,15%,-4%,11%,1%,0
CCOC(=O)c1nn(-c2ccc(Br)cc2)cc1C(=O)c1cccc2ccccc12,?,?,?,5%,4%,?,172%[activator],?,-2
C/C(=N\O)c1ccc(N2C(=O)C3CC=C(Cl)CC3C2=O)cc1 (stereo unspecified),1%,6%,i,-5%,-2%,1%,111%[activator],-4%,22
CC(C)N(Cc1ccccc1)C(=O)Cn1ncc2c([nH]c3ccccc32)c1=O,·,·,i,·,2%,-3%,-6%,·,·
CCCC(=O)Oc1ccccc1C1SCc2cc(C)c(C)cc2CS1,?,?,i,-15%,-6%,-17%,6%,14%,-22
CCOc1ccccc1/C=C(\C(=O)O)c1ccc(S(=O)(=O)N2CCCCC2)s1,0%,0%,i,-5%,5%,1%,-2%,-2%,0
CCOC(=O)C1=C(C)Nc2ncnn2C1c1cccs1 (stereo unspecified),-5%,3%,i,0%,5%,0%,-6%,-12%,48

# 2 entries from above, with values under each structure.
# The line under a structure holds: HT1080 IDH1KD tx, MCF10A rerep, ATXN viability, HT1080-NT tox, HepG2 viability, KB-3-1 cytotox, ATXN2 expr inh, SW480 rereplic, IL1B secr inh
> Cc1cccc(Nc2ccncc2S(=O)(=O)NC(=O)NC(C)C)c1
→ 3%, -7%, i, -6%, -5%, 0%, 2%&6%&6%, -11%, 12
> Cc1ccc(NC(=O)COC(=O)Cc2ccsc2)cc1S(=O)(=O)N1CCOCC1
→ 13%, 5%, i, 3%, 4%, -4%, -6%, -7%, 0

# Other structures follow:
SMILES,HT1080 IDH1KD tx,MCF10A rerep,ATXN viability,HT1080-NT tox,HepG2 viability,KB-3-1 cytotox,ATXN2 expr inh,SW480 rereplic,IL1B secr inh
CCC(C)(C)C(=O)Nc1cccc(Cl)c1C,10%,-2%,i,9%,-2%,15%,4%,-10%[1.84 µM],-5
COn1c(C)c(C(C)=O)c2c3nonc3ccc21,3%,-1%,i,-5%,8%,-6%,88%[activator],3%,-24
COC(=O)c1ccc(/C=N/n2c(C)nc3ccccc3c2=O)cc1,8%,-3%,i,0%,-20%,4%,·,2%,-11
O=C(COC(=O)CCCNC(=O)c1ccc(Cl)cc1)Nc1cc(Cl)c(Cl)cc1Cl,0%,0%,i,12%,1%,?,3%,·,0
CCN(CC)c1nc2ccccc2nc1C(=O)Nc1cc(OC)c(OC)c(OC)c1,·,·,?,·,-13%,4%,-15%,·,·
COC(=O)c1ccccc1NC(=O)c1ccc2nc(CCc3ccccc3)oc2c1,·,·,i,·,-7%,8%,-3%,·,·
O=C(COC(=O)c1ccc(O)cc1)NC1CCCCCC1,-9%,-1%,i,0%,32%,-5%,·,-4%,3
CC(=O)c1cccc(NC(=O)CN(C)S(=O)(=O)c2ccc3c(c2)CCC(=O)N3)c1,2%,1%,i,-4%,-14%,3%,-29%,-3%,6
COc1ccc(C(=O)Nc2nc3ccccc3[nH]2)cc1S(=O)(=O)N1CCOCC1,-1%,7%[9.22 µM],i,-6%,-11%,1%,-21%,?,-7
O=C(N/C(=C/c1cccnc1)C(=O)N1CCCCCC1)c1ccccc1,21%,?,i,15%,2%,-1%,-4%,3%,0
CCCOC(=O)NC1C(NC(=O)OCCC)N(C)C(=O)N1C (stereo unspecified),10%,0%,i,3%,11%,3%,10%,-4%,9
O=C(NCCc1ccccc1)c1ccc(CSc2nc3cccnc3n2Cc2ccccc2)cc1,·,·,i,·,-28%,?,-7%,·,·
COc1ccccc1N1CCN(CC(=O)c2c(C)[nH]c3ccccc23)CC1,-28%,?,i,-22%,-34%,?,-26%,0%,-8
O=S(=O)(CCN1CCN(c2ccccc2O)CC1)c1cc(Cl)ccc1Cl,-7%,?,?,2%,-6%,0%,-5%,?,-12
